Bioassay records: PubChem, several laboratories
KOR beta-arrestin-1: kappa opioid receptor activators – cell-based, luminescence, uHTS, primary screen (AID 1777); actives 0.02% (n = 280,000); KOR beta-arrestin recruitment, luminescence; higher % means a stronger effect; one-dose activation, % at 10 µM; EC50 in µM for titrated hits; in the data active means activation above about 50%, passing the limit was not always enough; further: a part of the inactive calls stands beside numbers as strong as those of hits
NOD2 inhibition: NOD2 signaling inhibitors, cell-based, luminescence, uHTS, HEK293 (AID 1566) | HEK293 NOD2/NF-kB luciferase reporter, luminescence; higher % means a stronger effect | inhibition, % at 4 µM; hits with a dose series show EC50 in µM | actives 0.63% (n = 290,000); further: many of its hits are not listed in these tables
NTR1 ag: NTR1-driven beta-arrestin-GFP spot formation – imaging, U2OS cells, high content, primary screen (AID 493036). P30989. agonist mode. activation, % at 20 µM. actives 0.17% (n = 330,000);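 active means activation at or above 40% of the spot to cytoplasm intensity ratio, with at least 20 cells analyzed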;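 further: 0% = DMSO without peptide and 100% = 100 nM NTR1 peptide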
Target sequence (P30989 whole entry, looked up): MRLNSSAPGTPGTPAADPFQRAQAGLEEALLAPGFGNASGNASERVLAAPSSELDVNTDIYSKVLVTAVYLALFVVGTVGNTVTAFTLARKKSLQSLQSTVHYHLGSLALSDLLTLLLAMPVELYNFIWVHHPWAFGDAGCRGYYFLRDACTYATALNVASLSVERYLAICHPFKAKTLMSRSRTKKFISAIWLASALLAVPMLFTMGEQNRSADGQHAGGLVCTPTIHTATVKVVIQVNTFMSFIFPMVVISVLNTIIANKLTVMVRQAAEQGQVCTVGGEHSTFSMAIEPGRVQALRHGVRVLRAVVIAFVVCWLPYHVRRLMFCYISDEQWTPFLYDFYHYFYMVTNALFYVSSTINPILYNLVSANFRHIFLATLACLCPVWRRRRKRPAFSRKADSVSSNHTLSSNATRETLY
T cell modulator: T cell immune modulation candidate. 2C CD8+ T cell-vesicle binding, flow cytometry; active compounds read low. calls only at 7 µM. actives 0.068% (n = 330,000);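 active means response, share of CD8 T cells binding vesicles, and their 90th percentile fluorescence all below set limits, cut at about 80% in these data, passing the limit was not always enough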
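material = purified 2C TCR transgenic mouse naive CD8+ T cells | controls = Unloaded micro-vesicles (low), QL9 vesicles with 0.7% DMSO (high) | detection = cytometric PE anti-B7-1 and Alexa647 anti-CD8 signals after 1% paraformaldehyde fixation | incubation = binding step 1.5 h, 37 °C, antibody labelling 20 min, ice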
NOD1 NF-kB reporter: NOD1 signaling inhibitors, primary screen, cell-based, luminescence, uHTS (AID 1578); NOD1-driven NF-kB luciferase reporter cells, luminescence; higher % means a stronger effect; inhibition, % at 4 µM; hits with a dose series show EC50 in µM; actives 1% (n = 290,000); in the data active means inhibition mostly above about 36%, no sharp cut-off; inactive means mostly below about 34%;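 further: HEK-293T reporter cells stimulated with the NOD1 agonist gamma-tri-DAP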
Myeloid diff 2: myeloid differentiation induction. ER-HoxA9 myeloid progenitors, lysozyme-GFP differentiation, flow cytometry. calls only at 10 µM. actives 1% (n = 360,000). AID 624256;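 active means normalized GFP-positive differentiation at or above the plate's own cutoff, the solvent-only control mean plus 3 SD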;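 further: cells exposed to compound for four days before flow analysis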
GPR55 activation: GPR55 agonists via beta-arrestin recruitment, primary screen, imaging, U2OS cells, beta-arrestin-GFP redistribution (AID 1961) | activation, % at 10 µM, or EC50 in µM where a hit was titrated | U2OS GPR55 beta-arrestin-GFP redistribution imaging; higher % means a stronger effect | actives 0.048% (n = 290,000);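 active means activation above 40% with more than 50 cells counted in the well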;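 further: U2OS osteosarcoma cells stably expressing GPR55 and beta-arrestin-GFP; plate controls were DMSO negative control for no effect and LPI positive control for full effect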
KOR beta-arrestin-2: KOR antagonists, beta-arrestin recruitment, cell-based, luminescence, uHTS (AID 1778) | actives 0.091% (n = 290,000) | one-dose inhibition, % at 10 µM; IC50 in µM for titrated hits | KOR beta-arrestin recruitment, luminescence, antagonist mode; higher % means a stronger effect; further: strong numbers were not always called active
GPR55 LPI antagonism: inhibition of LPI-stimulated GPR55 beta-arrestin translocation – imaging, U2OS, beta-arrestin-GFP, LPI agonist, primary screen (AID 2013); U2OS GPR55 beta-arrestin-GFP translocation imaging, LPI antagonism; higher % means a stronger effect; inhibition, % at 10 µM, or IC50 in µM where a hit was titrated; actives 0.13% (n = 290,000);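 active means spots per cell inhibited over 60%, with over 100 cells counted and total cytoplasm intensity under 500,000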;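 further: U2OS cells stably carrying GPR55 and arrestin-GFP stimulated by 5 µM LPI near EC80; imaged beta-arrestin-GFP aggregate spots per cell after agonist stimulation; plate controls were LPI-stimulated DMSO wells for no effect and DMSO wells without LPI for full effect; some results filed as inactive read as strong as hits; confirmed hits need IC50 under 10 µM and bright autofluorescent wells are also inconclusive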
T cell modulator vesicle-bound %: further read-out of T cell modulator, marked with its call; double positive events, %; measured here: CD8+ vesicle-bound cell fraction;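 binding gate set so that unloaded-vesicle control wells show 10% double positive cells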
NTR1 ag cell count 20 µM: recorded beside NTR1 ag, whose call it bears; cell count; measured here: cell count, cytotoxicity flag
Myeloid diff 2 GFP+ MAC1+ %: recorded beside Myeloid diff 2, whose call it bears; GFP+ MAC1+ double positive, %; measured here: differentiation confirmed by MAC1 staining
* hit, by the source's call; i = inactive; . = not tested or not shown; + = active, no number; [ ] = remark or other dose. Unless noted, no stated cut-off is given here; in the data, active means inhibition above about 50%; inactive means the rest. Some of the compounds tested; the hit share may differ from the screen's.

SMILES	KOR beta-arrestin-1	NOD2 inhibition	NTR1 ag	NTR1 ag cell count 20 µM	T cell modulator	T cell modulator vesicle-bound %	NOD1 NF-kB reporter	Myeloid diff 2	Myeloid diff 2 GFP+ MAC1+ %	GPR55 activation	KOR beta-arrestin-2	GPR55 LPI antagonism
COc1ccc(C(=O)NC(=S)N2C[C@H]3C[C@H](C2)c2cccc(=O)n2C3)cc1OC	-5.8%	5%	0.4	83	i	29	-22%	i	2.6	0.5%	-22%[20 µM]	5%
CC(C)[N+](C)(CCC(C(N)=O)(c1ccccc1)c1ccccc1)C(C)C	0.9%	-12%	1.6	49	i	26	-14%	i	2.3	-0.5%	-15%	1%
CCOc1cc2c(cc1OCC)-n1cccc1C(c1ccc(F)c(OC)c1)NC2 (stereo not given)	4.2%	16%	0.7	93	i	32	-7%	i	0.8	-0.3%	-14%	8%
COc1ccc(N/N=C/c2c(O)n(-c3ccc(C)c(C)c3)c(=O)[nH]c2=O)cc1	12%	-78%	-0.3	45	i	46	-74%	i	0.4	-0.4%	33%	10%
Cc1ccc2cc(CNCCc3ccccc3C)c(=O)[nH]c2c1	-3.5%	-13%	2.5	65	i	66	29%	i	0.4	-0.2%	11%	7%
Cc1ccsc1/C=C1\C(=O)NC(=S)N(C)C1=O	-2.2%	1%	19	48	i	58	41%	i	0.2	1.4%	-73%	-12%
c1ccc(P(c2ccccc2)c2ccccn2)cc1	6.6%	12%	1.0	50	i	23	8%	i	0.1	0.4%	-9%	-8%
COC(=O)C(C)Oc1cc(C)cc2oc(=O)c3c(c12)CCC3 (stereo not given)	1.6%	-10%	0.6	34	i	59	-56%	i	1.0	-0.2%	38%	6%
O=c1c2ccccc2nc(CSc2ncnc3nc[nH]c23)n1-c1ccccc1	3.0%	15%	1.1	72	i	27	.	i	0.9	-0.1%	40%	5%
NC(N)=N/N=C/c1ccc(N2CCOCC2)cc1	-6.2%	-5%	-0.4	38	i	25	-16%	+	6.3*	-0.4%	10%	-7%
COc1ccccc1OCC#CCN1CCCCCC1	-0.2%	4%	-0.1	50	i	15	1%	i	0.4	0.2%	-18%	15%
O=C(c1cc(-c2ccccc2)nc2ccccc12)N1CCC2(CC1)OCCO2	-1.3%	11%	0.0	56	i	16	8%	i	0.7	-0.1%	10%	16%
Cc1cc(OCC(=O)NC(Cc2ccc(Cl)cc2)C(=O)O)c2c3c(c(=O)oc2c1)CCCC3 (stereo not given)	8.9%	9%	1.0	86	i	36	-4%	i	1.8	-0.2%	9%[20 µM]	5%
NCCc1ccc(S(N)(=O)=O)cc1	2.1%	10%	1.1	38	i	25	-18%	i	0.7	0.3%	-12%	-6%
CN1C(=O)C(=Cc2cc([N+](=O)[O-])ccc2N2CCCCC2)C(=O)N(C)C1=O	0.7%	8%	-0.4	46	i	64	-22%	i	0.2	-0.4%	20%	4%
C#CC1(O)C=CC2C3CCC4=CC(=O)CCC4C3CCC21CC (stereo not given)	1.4%	9%	0.0	84	i	12	-22%	i	1.6	-0.1%	-5%	3%
Cc1nn(Cc2ccccc2)c(Cl)c1C(=O)OC(C)C(=O)Nc1ccc(F)cc1Cl (stereo not given)	-0.2%	14%	3.6	74	i	50	-23%	i	2.1	-0.3%	19%	4%
Cn1ccnc1P(=S)(c1nccn1C)N1CCOCC1	-0.6%	4%	-1.0	39	i	19	-15%	i	0.9	-0.2%	-9%	4%
CC12CN3CCN(CC(C3)C1O)C2 (stereo not given)	-0.9%	15%	0.1	74	i	15	11%	i	1.3	-0.2%	5%	6%
O=c1c2ccccc2nc(Cc2cccc([N+](=O)[O-])c2)n1-c1ccc(O)cc1	1.6%	1%	0.1	57	i	41	-3%	i	0.6	-0.1%	14%	1%

Arranged by molecular weight (smallest number first): some entries from above.
SMILES	KOR beta-arrestin-1	NOD2 inhibition	NTR1 ag	NTR1 ag cell count 20 µM	T cell modulator	T cell modulator vesicle-bound %	NOD1 NF-kB reporter	Myeloid diff 2	Myeloid diff 2 GFP+ MAC1+ %	GPR55 activation	KOR beta-arrestin-2	GPR55 LPI antagonism
NCCc1ccc(S(N)(=O)=O)cc1	2.1%	10%	1.1	38	i	25	-18%	i	0.7	0.3%	-12%	-6%
Cc1ccc2cc(CNCCc3ccccc3C)c(=O)[nH]c2c1	-3.5%	-13%	2.5	65	i	66	29%	i	0.4	-0.2%	11%	7%
Cn1ccnc1P(=S)(c1nccn1C)N1CCOCC1	-0.6%	4%	-1.0	39	i	19	-15%	i	0.9	-0.2%	-9%	4%
COc1ccc(C(=O)NC(=S)N2C[C@H]3C[C@H](C2)c2cccc(=O)n2C3)cc1OC	-5.8%	5%	0.4	83	i	29	-22%	i	2.6	0.5%	-22%[20 µM]	5%
Cc1cc(OCC(=O)NC(Cc2ccc(Cl)cc2)C(=O)O)c2c3c(c(=O)oc2c1)CCCC3 (stereo not given)	8.9%	9%	1.0	86	i	36	-4%	i	1.8	-0.2%	9%[20 µM]	5%

Limited to KOR beta-arrestin-1, NOD1 NF-kB reporter and Myeloid diff 2 GFP+ MAC1+ % (two entries from above):
| mol | KOR beta-arrestin-1 | NOD1 NF-kB reporter | Myeloid diff 2 GFP+ MAC1+ % |
| --- | --- | --- | --- |
| COc1ccc(C(=O)NC(=S)N2C[C@H]3C[C@H](C2)c2cccc(=O)n2C3)cc1OC | -5.8% | -22% | 2.6 |
| COc1ccccc1OCC#CCN1CCCCCC1 | -0.2% | 1% | 0.4 |

Additional entries:
SMILES	KOR beta-arrestin-1	NOD2 inhibition	NTR1 ag	NTR1 ag cell count 20 µM	T cell modulator	T cell modulator vesicle-bound %	NOD1 NF-kB reporter	Myeloid diff 2	Myeloid diff 2 GFP+ MAC1+ %	GPR55 activation	KOR beta-arrestin-2	GPR55 LPI antagonism
C=C1N2CCC(CC2)C1(O)c1ccccc1C (stereo not given)	0.3%	-5%	0.0	43	i	42	-11%	i	1.4	0.1%	-41%	3%
CCc1c(C)nc(N)nc1N1N=C1SC	-14%	-6%	0.3	77	i	49	1%	i	0.8	-0.1%	33%	15%
CN(C)CCn1cnc2ccccc21	.	13%	0.4	70	i	37	5%	i	0.5	-0.1%	.	6%
Cc1ccc(Cn2cc(C=O)c3ccccc32)cc1	-3.4%	11%	-0.4	88	i	60	14%	i	1.0	-0.2%	23%	-12%
Cc1ccc2c(c1)C1CN(C)CCC1N2C(=O)COc1ccc(S(=O)(=O)N2CCOCC2)cc1 (stereo not given)	.	2%	-0.6	61	.	.	-6%	i	5.4	-0.3%	.	6%
Cc1cc(OC(C)C(=O)NCC2CCC(C(=O)O)CC2)c2c3c(c(=O)oc2c1)CCC3 (stereo not given)	-1.0%	4%	0.2	50	i	24	-22%	i	4.1	-0.2%	5%	11%
COc1cc(C=C2C(=O)NC(=O)NC2=O)ccc1OS(=O)(=O)c1ccccc1[N+](=O)[O-]	-4.7%	3%	2.4	63	i	15	-14%	i	1.4	0.0%	0%	8%
COc1ccc(/C=C2\C(=O)NC(=S)N(C)C2=O)cc1C	2.5%	-4%	1.5	52	i	55	-38%	i	0.3	-0.2%	-25%	-1%
C[C@]12CC[C@H](O)C[C@@H]1CC[C@@H]1[C@@H]2CC[C@]2(C)C(=O)CC[C@@H]12	-0.5%	17%	1.3	72	i	9	8%	i	1.8	-0.1%	-44%[20 µM]	-4%
C[C@@H]1C2C[C@@]34COC(=O)C3=CC=C[C@H]4[C@@]13C[C@H](c1ccoc1)O[C@@H]3O2	1.0%	19%	-0.9	72	i	15	54%	.	.	0.4%	-49%	-4%
Cc1c(NP(=O)(C(C)(C)C)C(C)(C)C)c(=O)n(-c2ccccc2)n1C	-7.6%	2%	-0.1	44	i	42	-22%	i	0.3	-0.1%	2%	16%
CCC(=O)OC1(c2cccc(C)c2)CC(C)N(C)CC1C (stereo not given)	0.5%	5%	0.5	44	i	40	-18%	i	0.9	0.0%	27%	-12%
N/C(=N\[N+](=O)[O-])N1CCN(C(=O)c2ccccc2)CC1	-2.4%	14%	-0.1	34	i	46	-14%	.	.	0.6%	42%	6%
COc1ccc(N2C(=O)CC(N3CC=C(c4ccccc4)CC3)C2=O)cc1 (stereo not given)	-3.4%	3%	-3.9	60	i	62	-8%	i	1.2	0.2%	-1%	10%
CCN1CCN(c2nc3c(c(=O)[nH]2)CCCC3)CC1	0.7%	0%	-0.5	74	i	18	-8%	i	2.3	0.0%	9%	8%
O=C(Cc1ccccc1)Oc1ccc([N+](=O)[O-])cc1	-2.4%	-1%	0.9	49	i	58	-52%	i	0.5	-0.2%	13%	5%
Cn1c(O)c(C=Nc2ccccc2Sc2ccccc2)c(=O)n(C)c1=O	5.0%	5%	1.8	53	i	40	-11%	i	0.8	-0.1%	22%	6%
CCC(C)OC(=O)c1c(N)n(Cc2cccs2)c2nc3ccccc3nc12 (stereo not given)	3.9%	-32%	25	84	i	32	17%	i	0.4	-0.1%	-4%	2%
Cc1cc(Cc2c(O)[nH]c(=S)[nH]c2=O)ccc1OC(C)C	-6.1%	4%	0.1	49	i	59	-18%	i	0.9	-0.1%	2%	5%
CCOC(=O)C(C)(CC)NC(=O)CSP(=S)(OCC)OCC (stereo not given)	-3.9%	-16%	1.8	53	i	27	-20%	i	1.9	-0.2%	-4%	0%
CNCCc1c(C)n[nH]c1C	-0.4%	6%	-1.1	53	i	39	9%	i	0.4	-0.1%	-16%	1%
COc1cccc(CNC2CN3CCC2CC3)c1OC (stereo not given)	2.1%	4%	0.3	57	i	64	10%	i	1.9	-0.4%	-34%	9%
Nc1ccc(Oc2cccc(Oc3ccc(N)cc3)c2)cc1	-1.8%	1.9µM*	0.4	72	i	55	5.9µM*	i	0.3	0.1%	-2%	11%
N#Cc1ccc(OCC(=O)N2CCN(Cc3ccc4c(c3)OCO4)CC2)cc1	-2.8%	5%	0.7	73	i	13	-6%	i	0.6	0.2%	-15%	-1%
Cc1ccc(-c2nc3ccccc3c(=O)n2-c2cc(C)ccn2)cc1	3.4%	-4%	-0.2	74	.	.	-5%	i	1.8	0.2%	-27%	2%
CCC(C)N1CCN(C(=O)Cc2ccccc2)CC1 (stereo not given)	-0.9%	2%	0.0	34	i	54	10%	i	3.8	-0.1%	16%	3%
C[N+]1(C)[C@@H]2CC[C@H]1CC(OC(=O)C(CO)c1ccccc1)C2 (stereo not given in full)	-2.5%	2%	-0.7	56	i	14	-18%	i	2.0	-0.2%	-13%	7%
Cc1cccc(-n2c(O)c(/C=C/C=Nc3ccccc3)c(=O)[nH]c2=O)c1	-0.7%	8%	-1.2	30	i	14	-6%	i	0.4	-0.4%	.	1%
